Compound activity deposited in PubChem BioAssay by several laboratories.
GASC-1 inh: human JMJD2C demethylase inhibition; AID 2099; GST-JMJD2C(1-420) H3K9me3 demethylation, DELFIA europium; inhibition, % at 2.35 µM; Q9H3R0; actives 0.069% (n = 330,000);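 active = more than half of a compound's replicate wells show inhibition beyond 50%, single wells judged on their own value; inconclusive = some, but no more than half, of replicates pass 50% inhibition; inactive = no replicate passes 50% inhibition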;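 also: signal counts dimethyl H3K9 product captured on neutravidin plate; 0% = median of DMSO wells and 100% = 0.3 times that DMSO median; strong numbers were not always called active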
CIT2-GFP yeast: yeast TOR pathway CIT2-GFP modulation | S. cerevisiae CIT2-GFP strain, flow cytometry, 3 h; 100 means same as DMSO wells | GFP response vs DMSO, % at 10 µM | AID 2029 | actives 0.065% (n = 320,000);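 active = GFP response relative to DMSO above a set limit, near the screen mean plus 3 SD, cut at about 150% in these data; inconclusive = Fewer than 70 cells measured for a yeast strain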;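 also: ratio of well median GFP fluorescence to mean of DMSO wells on the plate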
GRK2 aptamer HTS: human GRK2 inhibition via aptamer displacement; P25098; AID 488847; inhibition of aptamer binding, % at 10 µM; bead flow cytometry, FAM-aptamer displacement from GRK2; actives 0.59% (n = 330,000);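 active = inhibition of aptamer binding above 40%, roughly 3 SD of noise, on plates passing a quality check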;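 also: median bead fluorescence of bound FAM aptamer so fluorescent compounds give negative values; no value below 0 was filed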
Target sequence (P25098 whole entry, looked up): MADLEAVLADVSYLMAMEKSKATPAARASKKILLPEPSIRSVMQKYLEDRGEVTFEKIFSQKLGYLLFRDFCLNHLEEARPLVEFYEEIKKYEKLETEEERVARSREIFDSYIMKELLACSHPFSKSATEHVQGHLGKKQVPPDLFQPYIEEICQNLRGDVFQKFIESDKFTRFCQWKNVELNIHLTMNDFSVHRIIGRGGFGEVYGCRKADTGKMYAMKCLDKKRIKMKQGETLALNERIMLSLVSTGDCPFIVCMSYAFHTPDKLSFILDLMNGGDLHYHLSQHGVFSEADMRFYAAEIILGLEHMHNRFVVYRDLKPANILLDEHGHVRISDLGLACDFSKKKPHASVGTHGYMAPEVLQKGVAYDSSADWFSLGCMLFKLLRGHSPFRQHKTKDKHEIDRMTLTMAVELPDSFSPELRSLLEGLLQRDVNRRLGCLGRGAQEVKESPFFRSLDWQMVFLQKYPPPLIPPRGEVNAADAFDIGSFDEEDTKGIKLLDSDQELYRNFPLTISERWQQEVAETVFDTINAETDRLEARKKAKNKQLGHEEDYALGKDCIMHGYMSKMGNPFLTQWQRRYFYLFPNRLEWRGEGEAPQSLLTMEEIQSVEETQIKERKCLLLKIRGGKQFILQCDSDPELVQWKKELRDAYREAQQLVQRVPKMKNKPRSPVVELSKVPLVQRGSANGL
MEP2 TOR yeast: yeast TOR pathway MEP2-GFP modulation; S. cerevisiae MEP2-GFP strain, flow cytometry GFP, 3 h; 100% = DMSO control level; GFP response vs DMSO, % at 10 µM; actives 0.51% (n = 330,000); AID 2016;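 active = GFP response versus DMSO above a set limit, roughly screen mean plus 3 SD, cut at about 180% in these data; inconclusive = fewer than 70 cells counted for a yeast strain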;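 also: median GFP fluorescence of the barcode-gated MEP2-GFP cells per well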
LAP4-GFP MLPCN: yeast TOR pathway LAP4-GFP modulation; S. cerevisiae LAP4-GFP multiplex, flow cytometry GFP, 3 h; median GFP as percent of DMSO wells; GFP response vs DMSO, % at 10 µM; AID 2023; actives 0.34% (n = 320,000);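 active = GFP response vs DMSO above a set limit, about the screen mean plus 3 SD, cut at about 150% in these data; inconclusive = under 70 cell events counted for the yeast strain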
AGP1-GFP MLPCN: alters AGP1-GFP fluorescence in TOR pathway yeast screen | GFP response vs DMSO, % at 10 µM | S. cerevisiae AGP1-GFP multiplex flow cytometry, 3 h; GFP as percent of DMSO wells | actives 0.02% (n = 320,000);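 active = GFP response relative to DMSO above a set limit, near screen average plus 3 SD, cut at about 150% in these data; inconclusive = fewer than 70 cells counted for the yeast strain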;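 also: median GFP channel fluorescence of the gated AGP1 strain per well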
RPL19A-GFP yeast: alters RPL19A-GFP fluorescence in TOR pathway yeast screen; actives 0.3% (n = 330,000); S. cerevisiae RPL19A-GFP strain, flow cytometry, 3 h; stronger effect = lower value; percent response vs DMSO, % at 10 µM; AID 2025;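 active = percent response vs DMSO below 50%; inconclusive = fewer than 70 events counted for the yeast strain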;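 also: median channel GFP fluorescence of the barcoded RPL19A-GFP strain; ratio of sample median GFP to plate DMSO average so 100% = DMSO; lower means less RPL19A-GFP as with rapamycin TOR inhibition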
VLA-4 inh: inhibition in a human VLA-4 binding assay; P13612; VLA-4 expressing cells, ligand binding flow cytometry; actives 0.2% (n = 330,000); inhibition, % (about 7 µM as worked out from the volumes in the protocol); in the data active = inhibition above about 50%
* = called active by the depositor; ? = inconclusive; / = no result given; & = joins results of further samples; [ ] = remark or other dose.

SMILES	GASC-1 inh	CIT2-GFP yeast	GRK2 aptamer HTS	MEP2 TOR yeast	LAP4-GFP MLPCN	AGP1-GFP MLPCN	RPL19A-GFP yeast	VLA-4 inh
FC(F)(F)c1cc(-c2ccco2)nc(NCc2cccnc2)n1	4	100	1	101	107	101	100	11
COc1cc(NC(=O)/C=C/c2ccccc2[N+](=O)[O-])cc(OC)c1	2	104	0	97	110	100	101	-12
CC(C)c1ccc(/C=N/n2c(COc3ccccc3)n[nH]c2=S)cc1	2	100	2	115	102	93	104	10
CCC(=O)Nc1ccc(C(=O)NNC(=O)COc2cc(C)ccc2C)cc1	-4	77	3	92	92	85	89	14
CCC(c1nnc(SCC(=O)Nc2cc(S(C)(=O)=O)ccc2Cl)n1Cc1ccccc1)N(C)C (stereo unspecified)	?	106	0	99	95	102	104	13
CCn1c(SCC(=O)Nc2ccc(F)cc2)nnc1-c1cnccn1	5	?	1	169[may fluoresce violet]	84[may fluoresce violet]	19[may fluoresce violet]	38*[may fluoresce violet]	3
O=C(C1CC1)N1CCc2cc(Br)cc(S(=O)(=O)NCCN3CCOCC3)c21	6	94	0	105	99	97	97	12
COc1ccc(OC)c(C2C(C(N)=O)=C(C)Nc3nc(CCCO)nn32)c1 (stereo unspecified)	5	96	0	97	102	100	102	24
CC(C)n1c(-c2ccco2)csc1=Nc1cccnc1	-18	/	0	97	108	91	96	-1
CCCCNc1nc2c(S(=O)(=O)c3ccccc3)nnn2c2ccccc12	/	83	1	95	91	88	89	-1
COc1ccccc1C(=O)Nc1ccc2c(C)cc(=O)oc2c1	-10	98	3	98	103	98	103	33
O=C(CNCc1ccc(F)cc1)Nc1ccccc1-c1ccccc1	-3	103	2	103	102	102	103	-2
CN(C)/C=C/C(=O)c1ccn(S(=O)(=O)c2ccccc2)c1	13	99	2	99	98	100	106	7
CCOc1ccc(N2CC(C(=O)OC)CC2=O)cc1 (stereo unspecified)	-5	94	2	92	91	102	96	21
CN(C)c1ccc(CNc2ncnc3sccc23)cc1	-8	109	0	127	101	107	120	-1
C=CCC1=C/C(=C\c2c(N)n3nc(CC(=O)N4CCOCC4)sc3nc2=O)C=C(OC)C1=O	2	103	2	102	97	103	98	-2
CNC(=O)c1nn(-c2ccc(C)cc2)ccc1=O	21	97	0	110	98	91	96	-1
CC1(C)CC(=O)C=C(c2cccc(Br)c2)C1	1	89	3	85	109	92	92	0
CC1(C)Cc2cccc(C(=O)Nc3ccncc3)c2O1	25	/	1	103	/	/	105	6
O=C(CN1C2CCC1CC(NC(=O)Nc1ccccc1)C2)NCc1ccco1 (stereo unspecified)	-8	98	0	101	98	100	100	11
Cc1cc(C)nc(-n2ncc3c2CC(c2cccc(Cl)c2)CC3=O)n1 (stereo unspecified)	15	106	0	98	86	96	103	-3
CCN(c1ccc(OC)cc1)S(=O)(=O)c1nnc(NC(=O)C(C)C)s1	16	106	0	108	93	99	104	-18
CCCCC1=CC2=C(c3ccco3)C(=O)C(C)(OC(=O)c3ccc(OC)cc3)C(=O)C2=CN1c1ccccc1 (stereo unspecified)	-4	94	4	101	92	99	95	13
CCC(=O)Nc1cccc(NC(=O)CSc2nnc(-c3ccc(NS(C)(=O)=O)cc3)n2CC)c1	-16	93	0	109	105	105	98	15
O=S(=O)(c1ccc(F)cc1)c1nc(-c2ccccc2F)oc1N1CCCCC1	128	93	0	102	108	87	97	5

Carrying on.
SMILES	GASC-1 inh	CIT2-GFP yeast	GRK2 aptamer HTS	MEP2 TOR yeast	LAP4-GFP MLPCN	AGP1-GFP MLPCN	RPL19A-GFP yeast	VLA-4 inh
C=CCNc1cc(N2CCCC2)ccc1[N+](=O)[O-]	-11	96	1	105	106	95	104	-4
N#CC1(NC(=O)COC(=O)c2nccnc2N)CCCCC1	3	110	2	98	100	106	101	-3
Cc1cc2c(c(=O)o1)C(C13C=CC(CC1)C3)C(C#N)=C(N)O2 (stereo unspecified)	21	102	1	105	95	107	101	6
Cc1occc1C(=O)Nc1cnn(CCCC(=O)O)c1	0	107	0	105	92	108	104	17
CC12CCC(C(=O)NCCCN3CCOCC3)(OC1=O)C2(C)C (stereo unspecified)	8	101	2	98	94	99	97	-33
Cc1ccc(CNC(=O)Cc2cn(C)c3ccccc23)cc1	4	90	0	104	107	88	91	-1
O=C(N/N=C/c1ccc(Cl)s1)c1ccccc1[N+](=O)[O-]	-4	100	0	96	109	105	98	11
CCCCn1c(=O)n(C)c(=O)c2c(C(F)(F)F)cc(-c3ccncc3)nc21	13	99	0	102	105	98	101	-7
O=C(CCc1nc(-c2ccccc2)no1)NCc1ccco1	7	103	3	110	106	107	99	8
CCc1nn(CC(=O)NCCCN2CCN(C)CC2)c(=O)c2cc3sccc3n12	-5	98	5	103	97	100	99	-3
O=C(Nc1ccc2c(c1)OCO2)c1cncc(Br)c1	-4	91	4	103	104	94	99	-12
O=c1c2ccccc2c(-c2n[nH]c(=S)o2)nn1Cc1ccccc1	5	103	3	104	104	101	101	13
COc1ccccc1Cc1nnc(NC(=O)C2CCN(C(=O)c3ccco3)CC2)s1	43	101	0	81	91	84	88	-11
CC(C)CCC(=O)N1CCC(N2CCC(C(=O)NCc3ccccn3)CC2)CC1	12	105	0	97	94	100	100	17
COc1ccc(NC(=O)CNS(=O)(=O)c2ccc(Cl)cc2)cc1OC	-4	116	0	102	107	105	106	3
COc1ccc2[nH]c(=S)[nH]c2c1	-4	99	2	101	100	108	104	9
COc1ccc(C(=O)NCCC2=CCCCC2)cc1[N+](=O)[O-]	9	104	0	104	105	94	105	-10
N#CCC(=N)N1CCN(c2ccccc2)CC1	4	95	0	101	99	101	97	18
CCC(Cc1ccccc1)NCc1c(C(=O)O)c(C)n(Cc2ccccc2)c1C (stereo unspecified)	0	88	2	84	76	84	83	6
COc1ccc(NC(=O)COC(=O)c2ccc(O)cc2)c([N+](=O)[O-])c1	-3	109	4	108	107	106	102	7
COc1ccc(OC)c(/C=C2\S/C(=N/NC(=O)c3ccc4ccccc4c3)NC2=O)c1	11	103	3	99	93	96	98	0
c1nc(Nc2ccc(N3CCOCC3)cc2)c2ccsc2n1	5	99	1	107	106	100	99	9
COc1ccccc1/C=C1\SC(=S)N(NS(=O)(=O)c2ccc(C)cc2)C1=O	-19	107	7	113	84	93	107	0
Cc1nn(C2CCS(=O)(=O)C2)c(Cl)c1/C=C/C(=O)OCC(N)=O (stereo unspecified)	1	103	0	98	109	109	101	6
CCOC(=O)C(C(=O)OCC)C(C(=O)OCC)N1CCOCC1 (stereo unspecified)	1	75	1	88	180*	68	65	40

Next part:
SMILES	GASC-1 inh	CIT2-GFP yeast	GRK2 aptamer HTS	MEP2 TOR yeast	LAP4-GFP MLPCN	AGP1-GFP MLPCN	RPL19A-GFP yeast	VLA-4 inh
O=C(CNC(=O)c1ccc(S(=O)(=O)N2CCCC2)cc1)N/N=C/c1c(Cl)cccc1Cl	-5	99	1	106	103	103	99	15
CCC(=O)Nc1ccc(Cl)c(-c2nc3ncccc3o2)c1	14	101	0	96	103	102	100	12
COc1ccc(S(=O)(=O)NCCSCc2cccs2)cc1	7	90	3	96	103	98	96	6
O=C(O)CCC(=O)Nc1sc2c(c1C(=O)NC1CCCC1)CCCC2	29	104	2	99	99	96	103	9
Cc1cc(O)ccc1N=Cc1c(C(F)(F)F)[nH][nH]c1=O	-3	98	0	100	99	108	102	-5
CCOC(=O)NC(=O)C(=CNc1ccccc1OC)C(=O)NC(=O)OCC	1	102	0	101	95	102	109	-8
CCOc1ccccc1CN1CCNC(=O)C1CC(=O)NC1CCCCCCC1 (stereo unspecified)	4	103	0	103	89	104	108	-25
Nn1cnnc1N/N=C/c1cc(Br)cc(Br)c1O	5	108	1	103	108	111	105	3
COC(=O)c1sccc1NC(=O)c1cccs1	1	99	2	100	106	106	100	5
COc1ccc(C(=O)Nc2cc3c(cc2C#N)OCO3)cc1S(=O)(=O)N1CCN(C)CC1	-3&2	101	0	104	101	105	98	-17
C/C(=N\NC(=O)c1ccccn1)C12CC3CC(CC(C3)C1)C2	0	107	0	100	101	109	101	-7
O=c1[nH]c2cc(NCCO)c([N+](=O)[O-])cc2[nH]1	-1	99	3	99	94	94	99	-8
S=C(NCC1CCCO1)Nc1cccc(Cl)c1 (stereo unspecified)	-3	101	3	94	79	93	97	-8
Cc1ccc(-n2c(C)cc(C(=O)COC(=O)c3c(C)noc3C)c2C)cc1	2	86	4	92	84	101	98	18
Cc1cc(N2CCOCC2)nc(-c2ccc([N+](=O)[O-])cc2)n1	5	105	0	94	95	90	96	-27
COc1ccc(C(=O)NCc2cn3ccsc3n2)cc1OC	-2	88	0	99	103	90	90	8
CC(C)(C)c1ccc(S(=O)(=O)N2CCC(NC(=O)c3ccco3)CC2)cc1	-12	106	0	101	96	101	106	0

At a glance, 16 of the compounds above.
SMILES	GASC-1 inh	CIT2-GFP yeast	GRK2 aptamer HTS	MEP2 TOR yeast	LAP4-GFP MLPCN	AGP1-GFP MLPCN	RPL19A-GFP yeast	VLA-4 inh
CCC(=O)Nc1ccc(Cl)c(-c2nc3ncccc3o2)c1	14	101	0	96	103	102	100	12
COc1ccc(S(=O)(=O)NCCSCc2cccs2)cc1	7	90	3	96	103	98	96	6
O=C(O)CCC(=O)Nc1sc2c(c1C(=O)NC1CCCC1)CCCC2	29	104	2	99	99	96	103	9
Cc1cc(O)ccc1N=Cc1c(C(F)(F)F)[nH][nH]c1=O	-3	98	0	100	99	108	102	-5
CCOC(=O)NC(=O)C(=CNc1ccccc1OC)C(=O)NC(=O)OCC	1	102	0	101	95	102	109	-8
CCOc1ccccc1CN1CCNC(=O)C1CC(=O)NC1CCCCCCC1 (stereo unspecified)	4	103	0	103	89	104	108	-25
Nn1cnnc1N/N=C/c1cc(Br)cc(Br)c1O	5	108	1	103	108	111	105	3
COC(=O)c1sccc1NC(=O)c1cccs1	1	99	2	100	106	106	100	5
COc1ccc(C(=O)Nc2cc3c(cc2C#N)OCO3)cc1S(=O)(=O)N1CCN(C)CC1	-3&2	101	0	104	101	105	98	-17
C/C(=N\NC(=O)c1ccccn1)C12CC3CC(CC(C3)C1)C2	0	107	0	100	101	109	101	-7
O=c1[nH]c2cc(NCCO)c([N+](=O)[O-])cc2[nH]1	-1	99	3	99	94	94	99	-8
S=C(NCC1CCCO1)Nc1cccc(Cl)c1 (stereo unspecified)	-3	101	3	94	79	93	97	-8
Cc1ccc(-n2c(C)cc(C(=O)COC(=O)c3c(C)noc3C)c2C)cc1	2	86	4	92	84	101	98	18
Cc1cc(N2CCOCC2)nc(-c2ccc([N+](=O)[O-])cc2)n1	5	105	0	94	95	90	96	-27
COc1ccc(C(=O)NCc2cn3ccsc3n2)cc1OC	-2	88	0	99	103	90	90	8
CC(C)(C)c1ccc(S(=O)(=O)N2CCC(NC(=O)c3ccco3)CC2)cc1	-12	106	0	101	96	101	106	0

Compounds were not picked by outcome; any-hit rate near 1.7%.
